BoNT F protease: BoNT F light chain protease inhibition; Multiplex microsphere protease cleavage assay, flow cytometry; inhibition, % at 10 µM; actives 0.22% (n = 360,000); AID 588497; in the data active means inhibition above about 35%, passing the limit was not always enough; inconclusive means no clear call, values can overlap the other calls; further: plate controls were buffer without enzyme for full effect and enzyme alone for no effect
BoNT A protease: inhibitors of Botulinum neurotoxin A light chain protease; multiplex microsphere protease substrate cleavage, flow cytometry; inhibition, % at 10 µM; actives 0.17% (n = 360,000); further: plate controls were buffer without enzyme for full effect and enzyme alone for no effect
PrPC TRFRET: cell surface PrPC inhibition, primary TR-FRET screen; TR-FRET read-out; actives 0.43% (n = 370,000); P04156; AID 720596; inhibition, % at 13.8 µM; in the data active means inhibition above about 24%; further: 0% = median of the test wells and 100% = reference compound wells
MazEF act: increases E. coli MazEF RNase cleavage of RNA; P0AE70; FAM/BHQ RNA-DNA oligo cleavage fluorescence, 5 h; activation, % at 20 µM; actives 0.32% (n = 350,000); AID 504720; in the data active means activation above about 50%
Target sequence (P0AE70 whole entry, looked up): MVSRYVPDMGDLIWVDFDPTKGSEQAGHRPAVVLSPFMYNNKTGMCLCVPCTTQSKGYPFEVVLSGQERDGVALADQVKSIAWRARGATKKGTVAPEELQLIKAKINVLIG
Rv3671c inh: inhibitors of M. tuberculosis serine protease Rv3671c | actives 0.048% (n = 320,000) | inhibition, % at 5.96 µM | P9WHR9; in the data active means inhibition above about 38%;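 further: extracellular domain of Rv3671c used as enzyme; 0% = enzyme with DMSO and 100% = no enzyme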
Target sequence (P9WHR9 whole entry, looked up, the tested form may be a part): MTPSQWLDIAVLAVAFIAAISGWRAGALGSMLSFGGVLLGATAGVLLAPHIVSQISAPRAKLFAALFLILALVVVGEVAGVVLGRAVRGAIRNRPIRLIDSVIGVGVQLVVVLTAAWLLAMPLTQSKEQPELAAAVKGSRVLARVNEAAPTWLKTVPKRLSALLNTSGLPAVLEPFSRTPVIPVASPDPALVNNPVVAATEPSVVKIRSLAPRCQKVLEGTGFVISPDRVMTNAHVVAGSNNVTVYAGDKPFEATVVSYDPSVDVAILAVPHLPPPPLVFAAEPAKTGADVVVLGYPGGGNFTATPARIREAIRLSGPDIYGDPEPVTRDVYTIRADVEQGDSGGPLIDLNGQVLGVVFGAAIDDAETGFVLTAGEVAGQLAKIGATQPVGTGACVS
SSB-PriA inh: inhibitors of Klebsiella pneumoniae PriA binding to SSB C-terminal tail; AlphaScreen SSBct-PriA binding, biotinylated peptide; inhibition, % at 33 µM; actives 0.6% (n = 430,000); AID 1272365; in the data active means inhibition mostly above about 37%, no sharp cut-off; inactive means mostly below about 20%;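 further: plate controls were negative control peptide for no effect and reference peptide for full effect; strong numbers were not always called active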
SARS 3CLpro inh: SARS-CoV 3CLpro protease inhibition; P0C6X7; recombinant SARS-CoV 3CLpro, quenched FRET peptide cleavage; inhibition, % at 6 µM; actives 0.14% (n = 290,000); AID 1706; in the data active means inhibition above about 12%
VHR inh abs: blocks human VHR1 dual specificity phosphatase | recombinant VHR phosphatase, pNPP absorbance | AID 1654 | P51452 | inhibition, % at 13.3 µM | actives 0.52% (n = 290,000); in the data active means inhibition above about 50%; further: some compounds called inactive have numbers as strong as hits
Target sequence (P51452 whole entry, looked up): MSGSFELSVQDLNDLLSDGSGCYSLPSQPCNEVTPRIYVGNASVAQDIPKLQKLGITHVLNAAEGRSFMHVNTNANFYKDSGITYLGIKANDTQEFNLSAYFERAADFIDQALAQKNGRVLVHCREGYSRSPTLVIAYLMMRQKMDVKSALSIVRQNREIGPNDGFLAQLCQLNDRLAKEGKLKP
Anthrax LF inh2: blocks Bacillus anthracis lethal factor protease. actives 0.12% (n = 360,000). inhibition, % at 10 µM. P15917. multiplex microsphere protease cleavage assay, LF; further: plate controls were buffer without enzyme for full effect and enzyme alone for no effect
CCHFV vOTU inh: CCHFV vOTU protease inhibition | Pep-AMC fluorescence | inhibition, % at 11.5 µM | actives 0.55% (n = 370,000) | AID 651958; in the data active means inhibition above about 30%; further: 0% = vehicle wells with enzyme and 100% = no enzyme wells
Numbers without * were called inactive; ? = inconclusive; . = not tested or not shown. Unless noted, no stated cut-off is given here; in the data, active means inhibition above about 30%; inconclusive means no clear call, values can overlap the other calls; inactive means below that.

SMILES | BoNT F protease | BoNT A protease | PrPC TRFRET | MazEF act | Rv3671c inh | SSB-PriA inh | SARS 3CLpro inh | VHR inh abs | Anthrax LF inh2 | CCHFV vOTU inh
COc1ccc(/C=C2\C(=O)NC(=O)N(Cc3ccccc3)C2=O)c(OC)c1OC | -5.5 | -0.8 | 6.8 | 1.2 | -12.2 | 1.6 | 5.7 | 19.1 | -1.6 | 5.6
COc1ccccc1CCNC(=O)/C(=C/c1cccnc1)NC(=O)c1ccccc1 | -0.4 | 0.2 | -9.9 | 3.1 | 2.8 | -11.2 | -1.5 | 4.0 | -0.3 | 1.0
C=CC[C@@H](CC(=O)N(CCO)Cc1ccccc1)C(=O)N[C@H](COC(=O)[C@@H](CC=C)CC(=O)OC(C)(C)C)C(C)(C)C | -6.6 | -0.4 | 5.6 | 1.9 | -0.1 | -15.0 | . | . | 2.3 | 24.5
CSc1sc(C#N)c2c1/C(=N\O)CCC2 | -6.0 | -0.6 | -1.6 | -0.5 | -1.2 | . | 1.7 | 5.9 | -2.3 | -1.4
Cc1cc(C)n(C(=O)c2ccc(NC(=O)CC(C)C)cc2)n1 | -3.9 | -0.9 | 2.4 | 0.7 | -1.0 | -7.1 | 5.4 | 7.1 | -1.5 | 10.9
CCN1CCCC1CNC(=O)c1cc2c(OC)c(OC)c(OC)cc2[nH]1 (centres undefined) | -23.2 | -0.7 | -10.5 | -3.8 | -3.6 | 28.0 | 0.5 | . | 4.6 | 8.4
CCOCCc1c(O)[nH]c(=S)[nH]c1=O | 4.7 | 0.4 | 7.3 | -4.7 | 2.8 | -3.0 | 0.2 | 43.7 | -2.1 | 5.1
O=[N+]([O-])C(=C1SCCS1)C(=C(Cl)Cl)N1CCCCC1 | -0.1 | -0.4 | -4.7 | -1.5 | -1.4 | 22.7 | 3.9 | -1.0 | -2.0 | -9.8
CC1CN(C(=O)Nc2ccc3c(c2)OCCO3)CC(C)O1 (centres undefined) | 7.1 | -1.0 | -2.4 | 5.0 | 3.0 | 3.4 | -1.8 | 20.2 | -5.3 | 19.7
CC1(C)C(C=C(Cl)Cl)C1C(=O)Nc1ccc(S(=O)(=O)Nc2ncccn2)cc1 (centres undefined) | -5.7 | -0.8 | -0.6 | 1.4 | -8.0 | -1.8 | 2.0 | -13.7 | -1.6 | 11.6
Cc1ccc(C)c(NC(=O)C2(C)CCCN2C(=O)C(C)C)c1 (centres undefined) | 2.2 | -0.3 | 10.2 | . | . | . | . | . | 3.3 | -12.1
CN(CCCC1CCCC1)C(=O)CC1C(=O)NCCN1Cc1ccc(F)cc1 (centres undefined) | -8.7 | 1.3 | -3.8 | -3.2 | -9.1 | 2.8 | 0.3 | 14.2 | -1.6 | 7.2
Cc1nnc(SCC2=C(C(=O)O)N3C(=O)C(NC(=O)COc4ccccc4)C3SC2)s1 (centres undefined) | 3.3 | 1.4 | -1.4 | -3.8 | . | -8.4 | . | . | -0.5 | -3.7
COc1ccc(S(=O)(=O)N(C)C)cc1NC(=O)CSC(C)C(=O)Nc1cc(C)on1 (centres undefined) | -6.5 | -1.2 | -2.4 | 0.5 | -8.4 | -9.9 | . | . | 8.2 | 29.4
CCN1C(=O)CC(N2CCN(CC(=O)NC(C)C)CC2)C1=O (centres undefined) | -6.6 | -0.1 | 3.9 | 3.2 | 6.4 | -16.3 | -2.6 | 8.8 | -2.9 | 2.0
CCC(C)NC(=O)CCC(=O)OC1O[C@H]2OC3(C)CC[C@H]4[C@H](C)CCC(C1C)C24OO3 (some centres undefined) | -1.6 | 3.1 | 28.1* | -3.1 | . | 0.8 | 3.3 | 18.9 | -6.3 | 6.0
O=C(NCc1cccnc1)C1CC(c2ccc(Cl)c(Cl)c2)=NO1 (centres undefined) | -18.2 | -0.5 | 12.3 | -1.6 | -6.3 | -13.5 | 2.8 | -17.9 | -6.0 | -6.1
O=C(NCc1n[nH]c(=S)n1Cc1ccccc1)c1ccc(Cl)cc1Cl | 2.5 | 1.4 | -13.9 | -7.6 | 2.4 | 2.8 | 4.3 | 22.5 | 2.2 | 3.8
CN(C(=O)c1ccncc1)C1CCCN(Cc2ccccc2F)C1 (centres undefined) | 16.6 | 0.9 | 1.6 | 2.7 | 1.9 | 7.3 | -4.2 | -17.9 | -9.4 | -2.5
COc1cc(NC(=O)CSc2nnc(C)s2)cc(OC)c1OC | 1.6 | -0.6 | -3.9 | 13.8 | -1.2 | -7.5 | -2.2 | 3.5 | -0.6 | -7.9
CC1CC(C)(C)NC(=S)N1CCC(=O)NCc1ccc(Cl)cc1 (centres undefined) | -2.7 | -2.3 | 7.0 | -1.0 | 2.1 | -3.4 | 2.2 | 1.2 | -0.1 | -14.8
Cc1cccn2c(=O)c3cc(C(=O)NCC4CCCO4)c(=N)n(Cc4cccnc4)c3nc12 (centres undefined) | 14.1 | 1.4 | -34.0 | -4.7 | 2.8 | 0.2 | -5.2 | 22.1 | -1.8 | -269.6
COc1cc(Nc2ncnc(N)n2)cc(OC)c1 | -3.3 | -0.8 | -8.3 | 2.1 | 7.2 | -5.0 | 6.2 | 10.0 | -1.7 | -7.2
O=S(=O)(Nc1ccc2c(c1)OCO2)c1ccc(Br)s1 | -44.0 | -0.4 | 1.7 | 7.6 | 1.3 | 0.8 | -1.7 | -3.9 | -5.1 | -4.3
CCOc1ccc(C(O)(c2ccccc2OC)C(CN2CCCC2)c2ccccc2)cc1 (centres undefined) | 4.5 | -2.0 | 1.3 | 16.6 | 1.4 | 0.9 | -2.2 | 9.2 | 23.2 | -8.8

Just Rv3671c inh and VHR inh abs (two entries from above):
SMILES	Rv3671c inh	VHR inh abs
CC1CN(C(=O)Nc2ccc3c(c2)OCCO3)CC(C)O1 (centres undefined)	3.0	20.2
CC1(C)C(C=C(Cl)Cl)C1C(=O)Nc1ccc(S(=O)(=O)Nc2ncccn2)cc1 (centres undefined)	-8.0	-13.7

Next part:
SMILES | BoNT F protease | BoNT A protease | PrPC TRFRET | MazEF act | Rv3671c inh | SSB-PriA inh | SARS 3CLpro inh | VHR inh abs | Anthrax LF inh2 | CCHFV vOTU inh
Cc1nc(NC(=O)c2ccccc2)sc1-c1csc(NCCc2ccccc2)n1 | 1.5 | 3.9 | 17.1 | -1.9 | -3.5 | 11.8 | 1.6 | 34.7 | 2.0 | -3.6
O=C(Nc1ccccc1C(=O)Nc1nncs1)c1ccccc1 | 39.6* | -0.8 | -2.0 | 3.8 | -3.7 | -3.5 | 5.7 | -12.6 | 7.2 | 0.9
Cc1ccc(CN(CC(=O)NC2CCCC2)C(=O)CSc2nnc(COc3ccccc3)o2)cc1 | 5.7 | 0.2 | -1.1 | 8.7 | -3.1 | -14.0 | 3.4 | 17.7 | 2.3 | 0.8
c1ccc(CCNc2c3c(nc4ncnn24)CCC3)cc1 | 0.1 | 2.0 | 3.1 | 6.2 | -7.5 | -5.3 | 7.1 | 10.4 | -6.8 | 9.7
CCOC(=O)CSC1=N/C(=C/c2ccc(-n3cncn3)cc2)C(=O)N1C(C)=O | -4.1 | 0.1 | -11.2 | -6.5 | 6.7 | -0.3 | -1.6 | 17.4 | -1.4 | 0.8
CC(C)CC(=O)Nc1ccc(C(=O)COc2ccc(-c3nnco3)cc2)cc1 | -10.4 | 1.8 | 13.1 | 7.4 | 1.2 | -0.1 | -1.1 | 17.2 | -3.8 | 18.2
CCCCn1nc(C(=O)N(C)CC(=O)Nc2cccc(F)c2)c2ccccc2c1=O | 1.8 | 0.0 | 6.6 | -4.2 | 1.9 | -18.4 | . | . | -0.5 | -12.0
O=c1c2sccc2nc(SCc2cc(=O)n3ccccc3n2)n1-c1ccc(Br)cc1 | 1.0 | -0.5 | -2.1 | -6.6 | -7.1 | -3.5 | -3.8 | 4.2 | -0.8 | -21.5
CCOc1cc(CN2CCN(C(=O)CC(C)C)CC2)ccc1OC | -7.9 | -1.1 | -3.0 | -0.3 | 0.9 | -15.7 | 0.0 | 9.5 | -0.2 | -1.0
O=C(CSc1nnnn1-c1ccccc1)N1CCNC1=O | 0.8 | -1.6 | -1.5 | -15.6 | 0.5 | -3.0 | 2.8 | 2.3 | 2.0 | 14.4
COc1ccccc1OCc1ccc(C(=O)N2CCCCC2)o1 | 3.1 | 1.4 | 6.3 | 8.0 | -1.4 | -7.5 | -2.2 | -13.7 | -1.6 | -16.1
COc1cccc(C(=O)CSc2nnc(CNS(=O)(=O)c3ccc(C)cc3)n2C)c1 | -2.6 | 0.2 | -1.8 | 1.1 | . | -6.6 | 2.4 | -4.6 | -1.3 | 2.1
CC(Oc1cccc(Cl)c1)C(=O)Nc1ccncc1 (centres undefined) | -1.5 | -0.3 | 5.0 | 3.9 | 1.5 | 6.8 | 4.9 | 7.5 | -2.6 | -3.5
CCOc1ccc(NC(=O)C2CC(=O)NC(N3CCc4ccccc43)=N2)cc1 (centres undefined) | 3.7 | -0.4 | 1.4 | 5.4 | -1.4 | -3.1 | -0.8 | -7.9 | 0.0 | 12.5
CN(C)c1ccc(C(=O)N2CCN(c3cc(C(F)(F)F)nc4ccccc34)CC2)cc1 | -0.8 | 0.5 | -8.0 | 0.0 | -1.6 | 10.3 | -0.7 | 20.5 | -2.8 | -7.9
CCN(C(=O)c1cnc(OC)cc1C(F)(F)F)c1ccc(Cl)cc1Cl | 5.6 | 0.5 | 1.0 | -3.2 | 7.2 | -9.8 | -4.2 | 26.9 | 1.3 | -4.2
COc1ccccc1OCC(=O)N/N=C1/SCC(=O)N1Cc1ccccc1 | 2.4 | 2.3 | 7.2 | 0.7 | -2.5 | . | 6.1 | 29.7 | -1.2 | 8.6
COc1ccc(C(NC(=O)C2CCN(CCOc3ccc(Cl)cc3Cl)CC2)c2ccccn2)cc1 (centres undefined) | 0.8 | 0.4 | -17.3 | . | . | . | . | . | 0.6 | 4.8
O=CN1CCN(C2CC(=O)N(c3ccc(Br)cc3)C2=O)CC1 (centres undefined) | -0.3 | -0.4 | 2.4 | -1.5 | -8.0 | -5.5 | 0.8 | -0.4 | 0.8 | 1.3
Cc1ccc(SCC(=O)NCCc2ccc(F)cc2)cc1 | -10.5 | -5.1 | 4.8 | 3.3 | -0.3 | -30.1 | 1.7 | 25.0 | -9.4 | 7.0
CCOc1ccc(C(C)=O)cc1N1C(=O)C2C3C=CC(C3)C2C1=O (centres undefined) | 3.2 | -0.8 | . | -2.9 | 1.1 | -6.7 | 0.5 | 37.1 | 0.8 | .
Cc1ccc(S(=O)(=O)NCCC(=O)O)cc1 | -20.5 | -0.3 | -1.1 | -0.2 | -0.3 | -15.7 | -2.4 | -2.0 | -4.6 | -7.5
COc1ccc(C(CNS(=O)(=O)c2ccc(NC(C)=O)c(OC)c2)N2CCCC2)cc1 (centres undefined) | -6.0 | -0.8 | 0.3 | -8.7 | -1.5 | 2.3 | . | . | -7.6 | -5.4
O=C(O)c1nnn(-c2cccc(C(F)(F)F)c2)c1-c1ccccc1 | ? | 1.9 | -4.1 | 10.3 | 8.7 | -1.3 | 1.3 | -27.9 | -5.3 | -1.9
CN(c1ccccc1C(=O)N1CCOCC1)S(C)(=O)=O | -10.5 | 0.4 | -2.9 | -8.1 | 3.4 | -10.3 | 4.0 | -10.5 | 6.5 | 5.2

Profiles as entered above:
`Cc1ccc(CN(CC(=O)NC2CCCC2)C(=O)CSc2nnc(COc3ccccc3)o2)cc1` reads BoNT F protease = 5.7; BoNT A protease = 0.2; PrPC TRFRET = -1.1; MazEF act = 8.7; Rv3671c inh = -3.1; SSB-PriA inh = -14.0; SARS 3CLpro inh = 3.4; VHR inh abs = 17.7; Anthrax LF inh2 = 2.3; CCHFV vOTU inh = 0.8
`Cc1ccc(SCC(=O)NCCc2ccc(F)cc2)cc1` reads BoNT F protease = -10.5; BoNT A protease = -5.1; PrPC TRFRET = 4.8; MazEF act = 3.3; Rv3671c inh = -0.3; SSB-PriA inh = -30.1; SARS 3CLpro inh = 1.7; VHR inh abs = 25.0; Anthrax LF inh2 = -9.4; CCHFV vOTU inh = 7.0

An excerpt; the hit share may differ from the screen's.
